Assay outcomes (PubChem)
S1P3 antag: S1P3 (human) receptor antagonism. 0.27% of 170,000 active. inhibition, % at 4.98 µM. AID 485. CHO S1P3 NFAT-BLA reporter, FRET fluorescence, antagonist mode;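 active = inhibition above the plate cutoff, the mean inhibition of test wells on that plate plus 3 SD, cut at about 28% in these data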;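 note: cells challenged with S1P at its EC80 of 0.8 µM; blue over green emission ratio from cleaved BLA substrate after 4 h stimulation; 0% = S1P-stimulated wells and 100% = unstimulated DMSO-only wells; some compounds past the cut are filed as inactive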
Target sequence (Q99500 whole entry, looked up): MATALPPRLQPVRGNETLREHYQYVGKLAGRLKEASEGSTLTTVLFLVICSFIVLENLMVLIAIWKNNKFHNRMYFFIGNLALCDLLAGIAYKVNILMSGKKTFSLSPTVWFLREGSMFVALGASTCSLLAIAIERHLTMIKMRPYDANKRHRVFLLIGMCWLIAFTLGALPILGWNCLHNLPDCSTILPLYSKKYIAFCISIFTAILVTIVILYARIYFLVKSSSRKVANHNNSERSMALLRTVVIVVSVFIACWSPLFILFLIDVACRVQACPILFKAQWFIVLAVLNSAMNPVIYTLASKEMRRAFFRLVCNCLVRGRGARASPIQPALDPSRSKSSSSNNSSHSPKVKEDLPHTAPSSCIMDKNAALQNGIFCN
* = called active by the depositor.

molecule,S1P3 antag
CC(C)CC1NC(=O)N(Cc2nc3ccccc3s2)C1=O (stereo not given),-7.2
O=C(Cn1cc2c(n1)CCCCC2)Nc1ccccc1Cl,-2.6
COc1ccc(C(=O)C2CCCN(Cc3ccc4c(c3)OCCO4)C2)cc1F (stereo not given),-3.1
Cc1ccc(NC(=O)Nc2ccc3c(c2)C(=O)OC3)cc1Cl,15.0
O=C(Cn1nc(CNc2ccc(Br)cc2)[n+]2c1CCCCC2)c1ccc([N+](=O)[O-])cc1,-0.8
COC(=O)N/N=C/c1ccc(OC(=O)c2ccco2)c(OC)c1,-17.0
COc1ccccc1Nc1cc(C(=O)NCc2cccnc2)c2ccccc2n1,4.4
COc1cccc(OC)c1C(=O)NNC(=O)c1cccnc1,-4.3
COC(OC)c1ccc(C#N)c(SCc2ccccc2)n1,3.2
Cc1cc(Cl)ccc1NNC(=O)c1cccs1,2.8
COc1ccc(N=C2SCC(=O)N2CCc2ccc(OC)c(OC)c2)cc1,11.0
CCN(CC(=O)NCc1cccs1)c1ccc(S(=O)(=O)N2CCN(C)CC2)cn1,-9.0
CN(C)CCOC(=O)NC12CC3CC(CC(C3)C1)C2,-9.8
COc1ccc(OC)c(C2=Nn3c(nnc3-c3cc(C)[nH]n3)SC2)c1,1.4
Clc1cccc(-c2csc(Nc3cccnc3)n2)c1,13.1
CCOC(=O)c1c(C)noc1-c1ccc(Br)o1,-8.7
COc1ccccc1-n1c(SCC(=O)O)nc2sc3c(c2c1=O)CCC3,-7.9
CCc1c(C)nc(N)n2c(SCC(=O)N3CCN(c4ccccc4)CC3)nnc12,-21.4
C=CCSc1nc(N2CCOCC2)c2c(c1C#N)CC(C)(C)N(C)C2,7.6
CCOC(=O)c1nnsc1-c1ccc(-c2snnc2C(=O)OCC)cc1,2.5
CCOc1ccc(N/C(C)=C/C(=O)c2ccc3c(c2)OCCO3)cc1,-6.7
O=C(c1cnn(C(=O)COc2ccccc2F)c1)c1cc(F)ccc1O,-6.5
O=C(O)c1cccc(NC2=Nc3cccc4cccc2c34)c1,2.4
CCCCC(=O)N1CCCC(C)C1 (stereo not given),-3.1
CCSc1nnc(Cc2cc(=O)[nH]c(=O)[nH]2)n1-c1cccc(C)c1,-16.4
O=c1[nH][nH]c(=S)n1-c1ccccc1C(F)(F)F,-14.5
CC(C)(C)C(=O)NNC(=O)c1ccc(Oc2cc(Cl)cc(Cl)c2)o1,2.1
CC(=O)c1ccc(-c2ccccc2OC(F)(F)F)o1,8.9
O=C(C1CCC(CNc2c(N3CCCC3)c(=O)c2=O)CC1)N1CCc2ccccc21 (stereo not given),4.6
CCOC(=O)c1[nH]c(C)c(C(=O)OCC(=O)NC2CCS(=O)(=O)C2)c1C (stereo not given),-14.9
CCc1nnc(NC(=O)C2=CCN(S(=O)(=O)c3ccc(F)cc3)CC2)s1,1.2
Nc1ccc(NC(=O)c2ccc(C(=O)Nc3ccc(N)cc3)cc2)cc1,-4.2
Cc1cccc(NC(=O)c2ccc([N+](=O)[O-])o2)c1,16.7
O=C1c2nc3cc(-c4ccco4)[nH]n3c(=O)c2CN1C1CCCCC1,1.0
O=C(O)CC/C(=N/NC(=O)CNC(=O)C(c1ccccc1)c1ccccc1)c1ccccc1,0.7
Cc1nc(N2CCN(Cc3ccc(Cl)cc3)CC2)c2oc3ccccc3c2n1,-22.2
CC1(C)C(=O)OC(c2c3ccccc3cc3ccccc23)C(C)(C)C1=O (stereo not given),1.8
Cc1ccccc1S(=O)(=O)NCc1ccc(N2CCN(C)CC2)cc1,-10.2
Cn1cccc1/C=C1\SC(=S)N(Nc2ccccc2)C1=O,-14.2
COc1cccc(C2/C(=C(/O)c3ccncc3)C(=O)C(=O)N2CCCN2CCOCC2)c1OC (stereo not given),-12.2
CCCCN(C(=O)CCC(=O)Nc1cc(C)on1)C(C(=O)NC(C)(C)CC)c1cccc(OC)c1OC (stereo not given),6.8
O=C(Nc1nnc(-c2cccnc2)s1)c1cccs1,-9.5
Cn1c(CSCCOc2ccccc2)n[nH]c1=S,-17.7
O=C(NC(n1ccc(=O)[nH]c1=O)C(Cl)(Cl)Cl)C12CC3CC(CC(C3)C1)C2 (stereo not given),-13.5
COC(=O)c1cc(NS(=O)(=O)c2cccc(Cl)c2)ccc1N1CCOCC1,0.1
CC(Oc1ccc2c(=O)c(-c3ccc(Cl)cc3)c(C(F)(F)F)oc2c1)C(=O)O (stereo not given),-1.5
O=C(O)C/C(=C\c1ccc(N2CCOCC2)c([N+](=O)[O-])c1)c1nc2ccccc2s1,-5.7
Cn1c(=O)c(N)c2c3c(c(Br)ccc31)C(=O)c1ccccc1-2,-14.6
Cc1nc(N=Nc2ccc(O)cc2)n[nH]1,-4.3
COC(=O)/C(C#N)=C/c1ccc(N2CCOCC2)c([N+](=O)[O-])c1,-9.8
Cc1nn(-c2ccccc2)nc1C(=O)NN,-0.7
N#Cc1ccc(-c2csc(NC(=O)c3ccc(N4C(=O)CCC4=O)cc3)n2)cc1,-2.3
Cc1ccc(N2C(=O)CC(N3CCSCC3)C2=O)c(C)c1 (stereo not given),5.3
COc1ccc(C(=O)NC2=Nc3ccccc3N=C(C)C2c2ccccc2)cc1 (stereo not given),8.3
NC(=O)C1CCN(c2cc(Cl)ccc2[N+](=O)[O-])CC1,-1.2
Cc1[nH]c2ccccc2c1C(C#N)(C#N)C1C(=O)c2ccccc2C1=O,-13.3
Cc1ccc(S(=O)(=O)Nc2cccc(CP(=O)(c3ccccc3)c3ccccc3)c2)cc1,-10.0
CC(C)CCNC(=O)C1CCC(CNc2c(N3CCCC3)c(=O)c2=O)CC1 (stereo not given),2.8
COc1ccc2c(c1)[nH]c1c(N3CCSCC3)ncnc12,4.5
Cc1c(Br)c(C(=O)NNC(=O)c2ccc(C(C)(C)C)cc2)nn1C,11.2

Further compounds:
molecule,S1P3 antag
O=C(Nc1ccc(NC(=O)c2ccncc2)cc1)c1ccncc1,1.8
Cc1cc(C(=O)NNc2cc(Cl)ccc2Cl)no1,3.3
Cc1cc(=O)[nH]c(N/N=C/c2c[nH]c3ccccc23)n1,-1.5
CC(=O)Nc1nnc(SCC(=O)Nc2ccc(N3CCOCC3)c(Cl)c2)s1,0.7
CCN(CC)CC(=O)Nc1cc(N(C)C)nc2ccccc12,1.2
O=C(Nc1nnc(-c2ccccc2)o1)c1nc2ccccc2s1,-16.8
Cc1ccc(-c2nc3ccccc3c(=O)n2-c2c(C)n(C)n(-c3ccccc3)c2=O)cc1,-0.4
O=C(Nc1ccccc1)c1cc2ccc3ccccc3c2s1,10.3
CCC(C(=O)OCCOCCN(CC)CC)c1ccccc1 (stereo not given),1.2
Cc1c(NC(=O)C(c2ccccc2)c2ccccc2)cccc1C(=O)O,1.5
O=C(Nc1ccc(Oc2c(F)c(F)c(F)c(F)c2F)cc1)OC1CCN2Cc3ccccc3N=C12 (stereo not given),-11.5
CC(NC(=O)C1CCCCC1)C(c1cccs1)N1CCN(C)CC1 (stereo not given),-5.0
CCN(CC)S(=O)(=O)c1ccc(C)c(NC(=O)COC(=O)C=C(C)C)c1,-8.1
Nc1cc(S(=O)(=O)Nc2cc(Cl)ccc2Cl)ccc1N1CCCC1,-1.7
CCOC(=O)c1cc(=O)c2ccc(OCC(=O)Nc3ccccc3)cc2o1,-14.1
COC(=O)c1[nH]c2cc(C)ccc2c1NC(=O)CN1CCOCC1,-7.6
COc1ccc(/C=C/C(=O)NC(=S)Nc2ccc(N3CCN(C(C)=O)CC3)cc2)cc1,-1.3
O=C(N/N=C/C=C/c1ccccc1)c1cccnc1,4.3
Cc1ccc(/C=N/NC(=O)Cc2cccn2C)cc1,-10.2
CC(/C=C/c1ccco1)=N/NC(=O)c1ccc(C)nc1,7.4
COC(=O)/C(=C\C(=O)c1ccccc1)Nc1ccc(OC)cc1,-11.6
COc1cc(/C=N/NC(=O)c2ccc(Cl)c(S(N)(=O)=O)c2)ccc1OCC(N)=O,-4.3
CCOc1ccc2oc(C(=O)OC(C(=O)NC(N)=O)C(C)C)c(C)c2c1 (stereo not given),-12.4
COc1ccc(C(=O)/C=C/c2cn(CC(O)CN3CCN(C)CC3)c3ccccc23)cc1OC (stereo not given),0.9

(further entries)
compound,S1P3 antag
CCCC(=O)C1=C(N2CCCC2)CC(C)(C)C(C(=O)OC)C1=O (stereo not given),-6.9
Cc1ccc(C)c(NC(=S)N(C)C)c1,7.9
COc1ccc(CN2C(=O)CS/C2=N/N=C/c2ccccc2)cc1,3.0
CC(=O)Nc1ccc(/C=C(\C#N)C(N)=O)cc1,-1.6
O=C(O)CC1(CC(=O)Nc2ccc(Cl)cc2C(=O)c2ccccc2)CCCC1,2.0
O=[N+]([O-])c1ccc(Sc2ncccn2)c([N+](=O)[O-])c1,10.2
Cn1c(=N)n(CC(=O)c2ccccc2)c2ccccc21,4.9
CN(NS(=O)(=O)c1ccc(Cl)cc1)c1cnn(C)c(=O)c1Cl,0.3
COc1ccccc1/C=C/C=N/NC(=O)c1ccco1,4.7
Cc1nc(-c2ccc(S(=O)(=O)Nc3ccc(Br)cc3Cl)s2)cs1,10.1
O=C(CSc1n[nH]c(=O)[nH]c1=O)c1ccc(Cl)cc1Cl,0.1
CCOC(=O)c1cn(-c2c(C)n(C)n(-c3ccccc3)c2=O)c2c(F)c(F)c(F)cc2c1=O,-11.3
CS(=O)(=O)N(CC(=O)Nc1ccc(S(=O)(=O)N2CCCC2)cc1)c1cccc(F)c1,-0.2
Cc1onc(-c2c(F)cccc2Cl)c1C(O)c1ccc(F)cc1 (stereo not given),0.6
COc1ccc(OC)c(CC(NC(C)=O)C(=O)NC2CCN(c3nnnn3-c3ccccc3)CC2)c1 (stereo not given),-4.9
C=CCn1c(CSCc2ccc(Cl)cc2Cl)nnc1SCC(=O)Nc1ccc(C(=O)O)cc1,6.3
Cn1nc(C(F)(F)F)c(-c2cccc(C(F)(F)F)c2)c1NC(=O)c1cccnc1,4.0
Cc1ccc(CSc2ncnc3onc(C)c23)cc1,-3.5
COC(=O)[C@H]1[C@H]2C[C@@H]3c4[nH]c5cc(OC)ccc5c4CCN3C[C@H]2C[C@@H](OC(=O)c2ccc(N)cc2)[C@@H]1OC,5.1
CCc1ccc2c(CSc3nnnn3C)cc(=O)oc2c1,-5.8
Cc1ccc(NC(=O)Nc2cc(S(C)(=O)=O)ccc2Cl)cc1,5.8
O=C(CCN1C(=O)c2cccc3cccc(c23)C1=O)NCC1CCCO1 (stereo not given),-8.9
Nc1nc(NCc2ccccc2)nc(NCCO)c1[N+](=O)[O-],-18.6
O=C(NCc1ccccc1)c1ccc2nnsc2c1,-0.7
COc1ccccc1CCNS(=O)(=O)c1cn(C)c(=O)n(C)c1=O,15.2
CCCOc1ccc(N2C(=O)CC(N(CCc3ccc(OC)cc3)C(=O)c3ccccc3)C2=O)cc1 (stereo not given),-5.6
Cc1cc(C)c2cc(CN(CCO)C(=O)NC3CCCCC3)c(=O)[nH]c2c1,-7.5
Nc1ccc(C(=O)Nc2cccc(N)c2)cc1,-4.5
Cc1noc(NC(=O)c2c(-c3c(Cl)cccc3Cl)noc2C)c1[N+](=O)[O-],-2.7
O=C(Nc1ccccc1N1CCCCC1)c1ncoc1-c1cccc(F)c1,-15.7

Given with each value named: entries from further up.
C=CCn1c(CSCc2ccc(Cl)cc2Cl)nnc1SCC(=O)Nc1ccc(C(=O)O)cc1
  S1P3 antag: 6.3

Cn1nc(C(F)(F)F)c(-c2cccc(C(F)(F)F)c2)c1NC(=O)c1cccnc1
  S1P3 antag: 4.0

Cc1ccc(CSc2ncnc3onc(C)c23)cc1
  S1P3 antag: -3.5

COC(=O)[C@H]1[C@H]2C[C@@H]3c4[nH]c5cc(OC)ccc5c4CCN3C[C@H]2C[C@@H](OC(=O)c2ccc(N)cc2)[C@@H]1OC
  S1P3 antag: 5.1

Additional results.
compound,S1P3 antag
COC(=O)c1cnn(-c2ccccc2)c1N,-6.6
C/C(=N\NC(=O)CCCC(=O)O)c1c(-c2ccccc2)c2cc(Cl)ccc2[nH]c1=O,-12.6
O=C(c1cccc2ccccc12)C1CCCN(C(=O)C2CCOCC2)C1 (stereo not given),-0.9
CN(C)c1ccc(C2C3CCCc4ccccc4C3=NN2C)cc1 (stereo not given),26.0
O=C(CNC(=O)c1ccncc1)N/N=C/c1ccc(O)cc1O,9.5
CCN(CC)CCOC(=O)c1ccc(N=CC2=C(O)CC(C)(C)CC2=O)cc1,11.1
CC(Sc1nc(-c2ccco2)nc2c1c(=O)n(C)c(=O)n2C)C(=O)O (stereo not given),5.2
O=C(O)CCCCCCCCCCP(=O)(c1ccccc1)c1ccccc1,0.5
Cc1onc2c(=O)n(-c3ccccc3)nc(-c3ccccc3)c12,1.5
Cc1ccc(NC(=O)COc2ncnc3cc([N+](=O)[O-])ccc23)cc1S(=O)(=O)N1CCOCC1,-13.8
CCCCc1c(O)nc(SCC(=O)c2ccccc2)n(-c2ccccc2OC)c1=O,0.1
O=C(O)c1ccc(N/N=C/c2cn(Cc3ccccc3F)c3ccccc23)cc1,8.1
C/C(=N\NC(=O)Cc1c(C)[nH][nH]c1=O)c1cccc(Br)c1,-6.3
Nc1nc(NCCCN2CCOCC2)nc(Nc2ccc(Cl)cc2)c1[N+](=O)[O-],-5.8
CN(C)c1cccc(N(C)C)c1CNC(=O)C(C)(C)C,-3.4
Cc1ccc2oc(=O)c(/C=C(\O)c3ccco3)nc2c1,-7.7
COc1ccc(-c2nnn(-c3ccc(Cl)cc3Cl)c2N)cc1,-2.3
O=C(CN1c2ccccc2Sc2ccccc21)N/N=C/c1ccccc1,6.2
CCOC(CC(=O)NNC(=O)c1c(-c2c(Cl)cccc2Cl)noc1C)OCC,-14.3
COC(=O)c1ccc(S(=O)(=O)N2CCN(C)CC2)n1C,16.0
Cc1cc2ccc3ccccc3c2cc1CN(C)C,-1.1

A portion of the library. The share of hits here may be higher or lower than overall.
